CHRM1 agonist: agonists of human M1 muscarinic receptor | P11229 | CHO-K1 hM1, Fluo-8 calcium fluorescence, agonist mode; 0% DMSO, 100% acetylcholine EC100 | 0.33% of 360,000 active | activation, % at 3 µM;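 active means activation above the run's mean compound activation plus 3 SD, cut at about 16% in these data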;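 further: peak over basal fluorescence ratio within a 140 s kinetic read after compound addition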
Target sequence (P11229 whole entry, looked up): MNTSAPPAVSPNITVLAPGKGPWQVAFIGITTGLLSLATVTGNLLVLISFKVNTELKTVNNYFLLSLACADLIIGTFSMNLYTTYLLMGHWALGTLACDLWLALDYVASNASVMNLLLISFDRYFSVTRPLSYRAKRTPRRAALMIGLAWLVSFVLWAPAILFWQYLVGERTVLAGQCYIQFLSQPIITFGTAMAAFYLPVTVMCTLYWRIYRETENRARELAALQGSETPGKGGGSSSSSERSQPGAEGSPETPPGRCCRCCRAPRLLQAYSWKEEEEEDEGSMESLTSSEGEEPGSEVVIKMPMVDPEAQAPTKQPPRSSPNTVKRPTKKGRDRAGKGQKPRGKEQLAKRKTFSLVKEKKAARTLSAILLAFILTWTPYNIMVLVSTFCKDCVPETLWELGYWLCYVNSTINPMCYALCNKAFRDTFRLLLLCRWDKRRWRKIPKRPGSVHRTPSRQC
CHO-K1 Ca ag: M1 agonist counterscreen hit in parental CHO-K1 cells | Fluo-8 calcium fluorescence; scaled to maximal ATP response, vehicle zero | activation, % at 3 µM | 0.48% of 360,000 active | AID 602248; in the data active means activation above about 15%;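 further: untransfected CHO-K1 host cells lacking M1 receptor as counterscreen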
CHO parental Ca: signal in parental CHO cells, OX1R antagonist counter-screen. parental CHO-K1, ATP-induced calcium, Fluo-8 fluorescence. inhibition, % at 5.6 µM. 0.63% of 330,000 active. AID 463079;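 active means inhibition above that plate's mean sample inhibition plus 3 SD, cut at about 26% in these data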;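 further: 0% = ATP-challenged DMSO wells and 100% = DMSO wells without ATP; some compounds past the cut are filed as inactive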
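test system = CHO parental line | reagent = ATP stimulus | measured by = intracellular calcium via Fluo-8 no-wash fluorescent dye | control set = ATP and no-ATP DMSO wells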
CHO-K1 Ca antag: counter-screen for M1 antagonists: effect in parental CHO-K1 cells. inhibition, % at 3 µM. AID 602250. 0.6% of 360,000 active. ATP-induced calcium, Fluo-8 fluorescence;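 active means inhibition above a per-plate cutoff, the plate's mean sample inhibition plus 3 SD, cut at about 24% in these data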;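 further: 0% = DMSO plus EC80 ATP and 100% = DMSO alone without ATP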
TAAR1 agonist: human TAAR1 agonism; activation, % at 3 µM; 0.99% of 360,000 active; Q96RJ0; CHO RD-HGA16 TAAR1, Fluo-8 calcium fluorescence; vehicle wells 0%, saturating PEA agonist 100%;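 active means activation above the mean activation of all test compounds in the run plus 3 SD, cut at about 38% in these data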
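Assay system: CHO-derived RD-HGA16 cells with stable Gα16 and human TAAR1; timing: 17-24 h seeding, 75 min 37 °C dye, 30 min RT; read-out: % activation from peak over basal fluorescence ratio, DMSO-to-PEA scaled; measured by: kinetic Fluo-8 calcium fluorescence; benchmarks: low control DMSO, high control PEA (EC100); doses: 3 µM single concentration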
OXTR potentiator: potentiates the human oxytocin receptor response | P30559 | CHO-OTR cells, Fluo-8 calcium fluorescence, potentiator mode; 0% = oxytocin EC15, 100% = EC100 | activation, % at 3 µM | 0.061% of 320,000 active | AID 2445;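 active means activation above that plate's cutoff, the mean activation of tested compounds plus 3 SD, cut at about 6.6% in these data, passing the limit was not always enough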;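 further: 100% uses oxytocin at 75 nM as the full agonist control; some results filed as inactive read as strong as hits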
Target sequence (P30559 whole entry, looked up): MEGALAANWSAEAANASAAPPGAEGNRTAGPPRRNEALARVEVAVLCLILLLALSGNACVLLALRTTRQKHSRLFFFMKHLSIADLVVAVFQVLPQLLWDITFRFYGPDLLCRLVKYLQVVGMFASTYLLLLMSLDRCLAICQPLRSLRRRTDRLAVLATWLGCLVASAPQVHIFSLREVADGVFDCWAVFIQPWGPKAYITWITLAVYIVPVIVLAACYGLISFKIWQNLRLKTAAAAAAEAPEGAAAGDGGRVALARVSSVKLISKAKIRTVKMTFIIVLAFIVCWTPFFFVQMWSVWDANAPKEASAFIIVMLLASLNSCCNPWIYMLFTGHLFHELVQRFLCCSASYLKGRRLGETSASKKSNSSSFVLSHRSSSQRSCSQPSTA
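Replication – single well per compound, singlicate · Assay system – CHO cell line stably expressing human OTR · Timing – 6 min pre-incubation, 100 s read · Measure – normalized max/min fluorescence ratio, % activation · Doses – 3.0 µM, one dose · Detection – Fluo-8 calcium dye fluorescence · Probe or stimulus – oxytocin near EC15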
V1R ag counter: activates human V1a receptor in oxytocin agonist counter-screen; CHO-V1R cells, Fluo-8 calcium fluorescence, agonist mode; 0% DMSO, 100% 3 nM vasopressin; activation, % at 3 µM; 0.25% of 320,000 active;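 active means activation above the mean activation of all tested compounds plus 3 SD, per screening run, cut at about 20% in these data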;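 further: signal is peak over basal fluorescence ratio across a 100 second FLIPR read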
TAAR1 antag: antagonists of human TAAR1; Q96RJ0; CHO RD-HGA16 TAAR1, Fluo-8 calcium fluorescence, antagonist; inhibition, % at 3 µM; 1.5% of 360,000 active; AID 624466;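 active means inhibition above a per-plate cutoff, the mean inhibition of test compounds on that plate plus 3 SD, cut at about 49% in these data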;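 further: 0% = DMSO plus EC80 beta-PEA response and 100% = DMSO alone without agonist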
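Material: RD-HGA16 CHO cells with stable hTAAR1 and Gα16; Dosing: single nominal final test compound concentration of 3 µM; Schedule: seeding 17-24 h prior, 75-min 37 °C, 30-min RT dye loading; Detection: kinetic Fluo-8 calcium fluorescence measurement; Measure: % inhibition from peak post-agonist over basal fluorescence ratio; Benchmarks: vehicle and agonist controls.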
CHO-K1 Ca PAM: nonselective activator or artifact in parental CHO-K1 calcium assay; AID 602247; ATP EC20, Fluo-8 calcium fluorescence; 0% at ATP EC20, 100% at ATP max; activation, % at 3 µM; 0.02% of 360,000 active;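 active means activation above the run cutoff, the mean activation of all test compounds plus 3 SD, cut at about 40% in these data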;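 further: peak over basal fluorescence ratio in a 140 s read after ATP addition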
The depositor's hits bear a star; / = not tested or not shown.

No.	Compound	TAAR1 antag	CHO-K1 Ca ag	CHO-K1 Ca antag	CHO parental Ca	V1R ag counter	TAAR1 agonist	CHRM1 agonist	CHO-K1 Ca PAM	OXTR potentiator
1	O=C(CN1CCOCC1)NC1CC2CCC1C2 (centres undefined)	-19	0.5	-6	-16	0.5	8	-4	23	0
2	Cc1ccccc1Nc1nc(N2CCOCC2)nc(N2CCOCC2)n1	-25	0.4	6	-9	-0.3	5	-5	-8	4
3	CC(C)CC(NC(N)=O)C(=O)Nc1ccc2c(c1)OCO2 (centres undefined)	-11	0.4	-16	1	0.6	0	-4	16	-9
4	COc1ccc(OC)c(Nc2cc(C(=O)NCCCN3CCOCC3)c3ccccc3n2)c1	19	3.3	-3	-22	1.0	14	0	18	-6
5	CCCn1nnnc1NCc1ccc(N2CCCC2)cc1	13	0.0	-10	-9	1.0	0	-7	8	4
6	CC1=CCC(C(=O)O)(C(=O)N/N=C/c2cccs2)C(c2ccc(Cl)cc2)C1 (centres undefined)	-9	1.8	-11	-26	-0.4	1	-6	35	-10
7	Cc1ccc(S(=O)(=O)N(CC(=O)NCc2ccco2)Cc2ccc(F)cc2)cc1	12	-0.1	-10	-23	-0.2	8	-4	0	-19
8	CC(=O)Nc1ccc(C)c(NS(=O)(=O)c2cccc(C(F)(F)F)c2)c1	9	1.6	-10	-10	1.5	6	-3	11	-11
9	O=C(CCN1C(=O)/C(=C/c2ccc(F)cc2)SC1=S)N[C@@H](CO)Cc1ccccc1	-20	1.0	-5	-33	2.8	1	0	17	-11
10	Cc1cc(CNC(=O)C(C)n2cc([N+](=O)[O-])cn2)c2ccccc2n1 (centres undefined)	-4	0.8	-16	-27	-0.5	1	-5	18	-19
11	CC1=CC2=NC(=O)/C(=C\c3ccc(OC(=O)c4ccco4)cc3)C(=N)N2O1	-18	0.7	-13	0	-0.4	3	-6	27	-6
12	COC(=O)C(C(=O)OC)C(C[N+](=O)[O-])c1ccc(OC)c(OC)c1 (centres undefined)	3	0.0	-8	-1	1.5	6	-1	10	0
13	CCC1CCCN1Cn1cnc2c([nH]c3ccccc32)c1=O (centres undefined)	1	-0.1	21	-7	-0.1	-1	-5	-6	-6
14	CC(=O)Nc1ccc(SCC(=O)Nc2ccc3c(c2)OCCO3)cc1	7	0.0	-13	0	1.3	3	-3	8	-5
15	O=P(/C(=N/O)Sc1ccccc1)(N1CCOCC1)N1CCOCC1	-11	-0.1	-11	-1	-0.4	4	-3	11	-10
16	NC(=O)CN1C(=O)C(O)(CC(=O)c2ccccc2O)c2ccccc21 (centres undefined)	4	0.2	-6	3	1.1	1	1	19	-3
17	O=C(NCc1ccccc1)C1CCN(C(=O)NCc2ccccc2)CC1	7	-0.3	20	1	0.3	8	-4	-7	-1
18	CCOC(=O)C(=O)NC1CC=CCC1c1ccc2c(c1)OCO2 (centres undefined)	-3	0.9	-14	/	/	2	-1	10	/
19	COc1ccc(CCC(C)Nc2cccc(C)c2)cc1 (centres undefined)	16	12	-6	-26	-1.2	10	-5	18	-2
20	CN(C)c1ccc(P(=O)(OCc2ccccc2)C(O)c2ccc(Br)cc2)cc1 (centres undefined)	-26	1.5	-14	-24	0.0	4	-3	23	-3
21	Cc1ccc(C(=O)NC(NC(=S)Nc2ccc(S(N)(=O)=O)cc2)C(Cl)(Cl)Cl)cc1 (centres undefined)	-1	0.2	-9	-3	-0.9	2	-7	12	-13
22	Cc1ccccc1C(=O)NC(=S)Nc1sc2c(c1C#N)CCC(C)C2 (centres undefined)	0	0.0	-4	6	0.5	5	-3	14	-2
23	Cc1cc(C)cc(CC(=O)N2CCC2(C)C(=O)NS(=O)(=O)c2ccc(C#N)cc2)c1 (centres undefined)	-13	0.5	-10	/	/	0	-3	9	/
24	O=C(NC(c1ccc(-c2ccccc2)cc1)c1cnccn1)C1CCN(CCN2C(=O)c3ccccc3C2=O)CC1 (centres undefined)	30	0.2	30*	/	/	5	-4	-14	/

Brought forward from above: 3 compounds, followed by the next part.
No.	Compound	TAAR1 antag	CHO-K1 Ca ag	CHO-K1 Ca antag	CHO parental Ca	V1R ag counter	TAAR1 agonist	CHRM1 agonist	CHO-K1 Ca PAM	OXTR potentiator
22	Cc1ccccc1C(=O)NC(=S)Nc1sc2c(c1C#N)CCC(C)C2 (centres undefined)	0	0.0	-4	6	0.5	5	-3	14	-2
23	Cc1cc(C)cc(CC(=O)N2CCC2(C)C(=O)NS(=O)(=O)c2ccc(C#N)cc2)c1 (centres undefined)	-13	0.5	-10	/	/	0	-3	9	/
24	O=C(NC(c1ccc(-c2ccccc2)cc1)c1cnccn1)C1CCN(CCN2C(=O)c3ccccc3C2=O)CC1 (centres undefined)	30	0.2	30*	/	/	5	-4	-14	/
25	O=C1CN(C(=O)/C=C/c2ccccc2)CCN1	-18	0.2	-8	-1	0.3	9	-1	10	-7
26	COc1cccc(NC(=O)Cn2c(=O)n(CC3CCCO3)c(=O)c3ccccc32)c1 (centres undefined)	-1	0.0	-12	-21	1.0	1	-1	4	-16
27	CCCCCn1c(CCNC(=O)CCC)nc2ccccc21	2	0.7	-3	-4	-0.5	0	-8	20	2
28	O=S1(=O)CCOC[C@H](CC2CCCCC2)N1Cc1ccccc1	3	-1.0	-20	-20	-0.5	12	-5	6	-7
29	CC(C)NC(=O)c1onc(CSc2cccc3ccccc23)c1C(=O)O	4	-0.1	-16	-6	-0.5	1	3	9	-7
30	Cc1nc2cc(C(=O)O)ccc2n1-c1ccc(F)cc1F	0	-0.2	-14	-6	0.2	2	-3	7	-12
31	Cn1cccc1Cc1nnc(SCC(=O)Nc2ccccc2F)n1-c1ccc(F)cc1	-7	-0.4	5	-10	0.7	1	3	-12	-5
32	Cn1nnc2cc(NC(=O)Nc3cccc(Cl)c3)ccc21	-4	1.5	-5	-2	1.9	6	1	19	-13
33	COc1ccccc1C(=O)C1CCCN(C(=O)c2snnc2C)C1 (centres undefined)	1	0.2	1	-15	0.0	2	-5	11	-13
34	O=C(Nc1nc2c(s1)CCCC2=O)c1cnccn1	11	0.9	-18	2	0.1	4	-2	17	-1
35	O=C(NCc1cccnc1)c1cccc2c1C(=O)N(C1CCCCC1)C2	11	0.1	-9	-35	0.7	1	-4	21	-6
36	COc1cccc(C(=O)Oc2ccccc2/C=C\C(=O)c2cc3ccccc3o2)c1	21	-0.5	6	/	/	2	1	-3	/
37	Cc1ccc(N(Cc2ccccc2)C(=O)c2ccc(S(=O)(=O)N3CCOCC3)cc2)cc1	-3	0.9	-18	-11	0.3	0	-6	26	-5
38	O=C(CN1CCCc2ccccc21)NCCc1ccc(F)cc1	-11	0.5	-5	-8	-0.6	-1	-7	-12	1
39	C/C(=N\NC(=O)c1ccccc1OCc1ccc(F)cc1)c1ccccn1	-1	-0.6	-4	-34	-0.4	1	-4	12	1
40	O=C(NCCC1CCCCN1S(=O)(=O)c1ccc(Cl)cc1)C(=O)NCc1ccco1 (centres undefined)	-28	1.3	-15	-20	-0.8	1	-6	-16	-15
41	CCCN1C(=O)CC(=O)N=C1SCC(=O)Nc1ccccc1F	5	18*	-13	-10	-0.1	5	6	0	-7
42	CC1(C)CC(NC(=O)C23CCC(C)(/C(=N/O)C2)C3(C)C)CC(C)(C)N1 (centres undefined)	3	-0.4	3	-2	-0.8	6	-3	18	3
43	O=C(COC(=O)c1ccccn1)NCCc1ccc(Cl)cc1	-7	1.8	-14	-9	1.3	0	-2	14	-1
44	O=c1[nH]c2cccnc2n1-c1ccc([N+](=O)[O-])cc1	2	1.3	-15	-4	0.9	0	-2	7	-1
45	O=C(O)C1C(c2ccccc2)C(C(=O)N2CCOCC2)C1c1ccccc1 (centres undefined)	-1	-0.2	-4	1	-0.3	2	-2	18	-2
46	COc1ccc(Br)cc1S(=O)(=O)Nc1cccc(C)n1	-34	0.3	-7	-3	1.1	2	-3	8	-20
47	O=C(c1ccc(COc2ccccc2Cl)o1)N1N=C(C(F)F)CC1(O)C(F)F (centres undefined)	9	1.0	-1	-10	-0.8	-2	-7	4	-3
48	COc1ccc(C(=O)Oc2c(OC)cc(C(=S)N3CCOCC3)cc2OC)cc1OC	-19	-0.1	-2	-13	3.9	3	2	0	-17
49	CCCC(=O)Nc1ccc2oc(-c3cccnc3)nc2c1	-15	0.1	11	-6	0.8	1	-2	-23	-6
50	Fc1ccc(-c2csc(-c3ccc(C4SCCS4)cc3)n2)cc1F	-28	-0.2	4	-8	0.2	2	-4	-13	-1
51	COc1ccccc1C(=O)N/C(=C\c1cn(S(=O)(=O)N(C)C)c2ccccc12)C(=O)NCCN1CCOCC1	/	1.8	-16	-15	0.1	/	-3	23	-7
52	CC(=O)c1cc2c(cc1NC(=O)CCn1cccc1)OCO2	10	0.5	-9	-1	-0.1	2	-3	11	-2
53	Cc1c([N+](=O)[O-])cc(S(=O)(=O)Nc2ccncc2)cc1[N+](=O)[O-]	-30	0.9	-13	-9	1.9	9	-5	20	-9
54	COc1ccc(Nc2nc(N)nc(CSc3nccc(C)n3)n2)cc1	/	0.7	-6	-3	-0.9	/	-2	-24	-14
55	COc1ccc(OC)c(/C=c2\sc3nc(-c4cccs4)nn3c2=O)c1	14	0.2	-15	8	0.8	11	-5	23	2
56	Cc1ccc(/C=N/Nc2cc(C)nc(NCc3ccccc3)n2)cc1	7	2.2	10	-17	-2.9	23	0	-19	-6
57	COCc1nnc(NC(=O)c2ccc(Cl)cc2[N+](=O)[O-])s1	-5	-0.4	5	5	-0.2	0	-1	-5	0
58	Cn1cc(CN2CCC(C(=O)Nc3ccc(Oc4ccccc4F)cc3)CC2)cn1	-19	0.3	-5	-2	2.1	4	-1	-2	-6
59	CCCCCCCc1nc2sc3c(c2c(=O)n1N)CC(C)(C)OC3	-20	0.7	-9	-8	0.4	10	-3	17	0
60	COc1ccc(-c2nc3c(s2)CCc2onc(-c4ccc(Br)cc4)c2-3)cc1	10	0.7	2	4	0.8	2	-4	17	-2
61	O=CN1CCN(C(=O)c2cccc([N+](=O)[O-])c2)CC1	-10	6.6	-17	12	-0.7	2	0	18	-14
62	COc1ccc(OC)c(N(CC(=O)NCCc2ccc(OC)c(OC)c2)S(=O)(=O)c2ccccc2)c1	23	4.1	-12	-23	3.7	7	-5	-3	-12
63	CCc1cc(=O)oc2c3c(cc(OCC(=O)NCCCn4ccnc4)c12)OC(C)(C)CC3	8	0.0	-5	-5	-0.6	-1	-14	11	-3
